# Screens as filed in PubChem.
# PHOSPHO1 inh = PHOSPHO1 (human) inhibition; Q8TCT1; recombinant PHOSPHO1, absorbance phosphatase assay; inhibition, % at 13.3 µM; actives 1.1% (n = 290,000); in the data active means inhibition above about 60%
# V1R ag counter = counter-screen for oxytocin receptor agonists: human V1a receptor agonists. CHO-V1R cells, Fluo-8 calcium fluorescence, agonist mode; 0% DMSO, 100% 3 nM vasopressin. activation, % at 3 µM. P37288. AID 2797. actives 0.25% (n = 320,000);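 active means activation above the mean activation of all tested compounds plus 3 SD, per screening run, cut at about 20% in these data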;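 further: signal is peak over basal fluorescence ratio across a 100 second FLIPR read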
# HCV NS3 hel inh = blocks Hepatitis C virus NS3 helicase unwinding; NS3 helicase DNA unwinding, Cy5 molecular beacon fluorescence; inhibition, % at 10.9 µM; actives 0.56% (n = 290,000);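 active means inhibition above the mean of all tested compounds plus 3 SD, set per campaign, cut at about 35% in these data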;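 further: 0% = DMSO wells and 100% = thioflavine S control wells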
#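 assay system = NS3 helicase fragment of HCV | buffer or medium = MOPS pH 6.5, MgCl2, DTT, Tween20, BSA | timing = 60 min unwinding reaction at 25 °C after ATP addition | signal = Cy5 beacon fluorescence read at start and 1 h | read-out basis = % inhibition of unwinding | control set = low DMSO, high thioflavine S at 110 µM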
# GalR3 antag = antagonists of human GalR3. O60755. HEK293 GalR3-CNG cAMP membrane potential fluorescence; galR3 body fused to GalR1 C-terminus. inhibition, % at 3 µM. actives 0.44% (n = 360,000). AID 651719;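 active means inhibition above the screen-wide average plus 3 SD, cut at about 13% in these data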;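 further: forskolin and galanin both at EC90 stimulate the cells; cAMP rise reported by CNG channel membrane potential dye signal; 0% = forskolin plus galanin with DMSO and 100% = forskolin alone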
# Target sequence (O60755 1-299 limits assumed): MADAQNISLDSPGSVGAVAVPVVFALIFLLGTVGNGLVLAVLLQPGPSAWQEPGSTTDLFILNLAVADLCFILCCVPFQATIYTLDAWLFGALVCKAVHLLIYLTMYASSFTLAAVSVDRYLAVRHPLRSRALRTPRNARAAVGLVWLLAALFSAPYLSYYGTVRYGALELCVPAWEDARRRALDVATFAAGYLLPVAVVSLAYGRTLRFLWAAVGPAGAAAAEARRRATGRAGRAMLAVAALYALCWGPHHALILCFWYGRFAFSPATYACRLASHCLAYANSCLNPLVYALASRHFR
# OXTR agonist = activates the human oxytocin receptor; activation, % at 3 µM; AID 2435; P30559; CHO-OTR cells, Fluo-8 calcium fluorescence; normalized: DMSO 0%, oxytocin 100%; actives 0.32% (n = 320,000);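 active means activation above the mean of all tested compounds plus 3 SD, cutoff set per screening run, cut at about 20% in these data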;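 further: peak over basal fluorescence ratio from a 100 s FLIPR kinetic read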
# Target sequence (P30559 whole entry, looked up): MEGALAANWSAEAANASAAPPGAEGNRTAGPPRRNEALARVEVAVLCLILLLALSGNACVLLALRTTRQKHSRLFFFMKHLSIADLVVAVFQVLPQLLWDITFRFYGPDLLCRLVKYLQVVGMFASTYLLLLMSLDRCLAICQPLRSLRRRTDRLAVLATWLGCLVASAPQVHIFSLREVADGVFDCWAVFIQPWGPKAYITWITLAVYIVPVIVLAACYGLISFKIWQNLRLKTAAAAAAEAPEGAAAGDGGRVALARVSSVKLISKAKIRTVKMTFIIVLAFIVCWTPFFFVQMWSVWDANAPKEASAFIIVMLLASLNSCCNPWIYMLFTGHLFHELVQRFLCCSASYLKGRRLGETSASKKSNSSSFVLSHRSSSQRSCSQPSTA
# GPR7 antag = blocks human GPR7 receptor signaling; P48145; AID 1861; actives 1.1% (n = 290,000); GPR7-expressing cells, fluorescence antagonist assay; inhibition, % at 4.4 µM; in the data active means inhibition above about 16%, passing the limit was not always enough;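 further: cells stimulated with the agonist NPW; 0% = agonist with vehicle and 100% = vehicle without agonist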
# Target sequence (P48145 whole entry, looked up): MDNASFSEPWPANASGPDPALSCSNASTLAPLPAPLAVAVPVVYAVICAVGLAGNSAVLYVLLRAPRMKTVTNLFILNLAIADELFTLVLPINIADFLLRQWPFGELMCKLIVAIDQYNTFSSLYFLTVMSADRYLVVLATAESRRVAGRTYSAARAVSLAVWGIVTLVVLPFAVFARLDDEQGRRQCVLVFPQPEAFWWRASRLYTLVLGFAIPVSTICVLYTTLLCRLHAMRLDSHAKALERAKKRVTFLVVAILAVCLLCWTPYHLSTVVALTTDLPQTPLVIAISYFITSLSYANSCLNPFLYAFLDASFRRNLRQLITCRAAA
# IMP-1 inhibitor = inhibitors of Pseudomonas aeruginosa IMP-1 metallo-beta-lactamase; purified IMP-1, nitrocefin hydrolysis, epi-absorbance fluorescence; actives 0.45% (n = 290,000); inhibition, % at 5.6 µM; AID 1556;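 active means inhibition above the mean plus 3 SD of all compounds in the same screening run, cut at about 4.5% in these data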;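 further: 0% = IMP-1 with DMSO and 100% = DMSO wells lacking enzyme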
#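 System: purified IMP-1 / Input: IMP-1 dispensed at 0.2 nM / Medium: 50 mM HEPES pH 7.1, 50 µM ZnSO4, 0.05% Brij 35 / Timing: 15 min enzyme–compound preincubation, then 25 min nitrocefin reaction, 25 °C / Technique: plate fluorescence quenching by hydrolysis product, ex 480/em 530 nm / Repeats: singlicate testing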
# FID counter = counter-screen for HCV NS3 helicase inhibitors: DNA intercalator displacement | AID 1845 | actives 0.17% (n = 290,000) | DNA fluorescent intercalator displacement, fluorescence | inhibition, % at 7.9 µM; in the data active means inhibition above about 37%;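 further: 0% = vehicle and 100% = reference compound; higher means more ethidium bromide displaced from hairpin DNA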
# VIM-2 inhibitor = blocks Pseudomonas aeruginosa VIM-2 metallo-beta-lactamase; purified VIM-2, nitrocefin hydrolysis, epi-absorbance fluorescence; inhibition, % at 5.6 µM; actives 0.89% (n = 290,000); AID 1527;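 active means inhibition above the mean of all tested compounds plus 3 SD, cutoff set per screening run, cut at about 7.5% in these data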;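 further: red hydrolysis product quenches plate fluorescence so inhibitors raise well fluorescence; 0% = enzyme with DMSO and 100% = DMSO without enzyme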
# * marks the source's active call; other numbers are inactive results; / = not tested or not shown.
canonical_smiles	OXTR agonist	VIM-2 inhibitor	IMP-1 inhibitor	HCV NS3 hel inh	GPR7 antag	GalR3 antag	PHOSPHO1 inh	FID counter	V1R ag counter
Cc1ccc(SCc2nnc(NC(=O)c3ccccc3)s2)cc1	1.5	-3.0	-3.1	3	1	-1	18	-7	2.4
CCc1cccc2c(C(=O)COC(=O)C3=NNC(=O)CC3)c[nH]c12	1.2	-2.2	-4.1	-7	-5	1	39	-4	0.1
COc1c(C)cc(C(=O)C2CCCN(C(=O)c3ccc4[nH]ccc4c3)C2)cc1C (stereo unspecified)	-0.3	-3.2	-3.6	-17	-6	-2	31	-27	0.0
CC(=O)N(c1ccccc1)C1SC(=O)N(c2ccccc2)C1=O (stereo unspecified)	0.9	2.6	6.5*	10	-5	-2	3	-1	0.8
CN(CCc1cnn(C)c1)Cc1cn(C)nc1-c1ccccc1F	-0.1	-1.0	0.0	-5	1	-3	19	1	0.4
Cc1ccc(COc2ccc(S(=O)(=O)N3CCCC3)cc2C(N)=O)cc1	3.9	-1.9	0.5	1	-1	-2	43	-29	5.1
Fc1ccccc1CNC(=S)Nc1ccc(Cl)cc1	6.4	0.2	-2.5	-2	-4	-2	-9	0	6.4
CCOC(=O)C1=C(C)NC2=C(C(=O)CCC2)C1c1coc2ccccc2c1=O (stereo unspecified)	1.4	0.3	-0.2	5	1	-8	11	-17	3.3
Cc1ccc(C(O)CN2C3=NCCN3c3ccccc32)cc1 (stereo unspecified)	1.3	-4.0	-2.3	-7	-7	1	16	7	-0.1
O=[N+]([O-])c1ccc(N2CCc3ccccc3C2)nc1	-1.0	-1.2	-1.8	-15	7	-8	-21	17	0.7
O=C1CSC(c2cccc(F)c2)N1c1ccccc1 (stereo unspecified)	-1.0	-0.1	-0.5	4	-9	-8	44	-7	-1.0
O=C1CCCC2=C1C(c1cccs1)CC(=O)N2c1ccc(F)cc1 (stereo unspecified)	-0.8	0.4	-1.9	-3	10	-2	36	-7	0.1
COc1ccc(C(=O)NC(C)Cc2cnccn2)cc1OC1CCN(C(C)C)CC1 (stereo unspecified)	0.3	-4.9	-3.8	2	-2	3	48	3	-0.2
COc1ccc(/C(C)=N\n2cnnc2)cc1	-0.2	-5.5	-1.4	-8	8	-1	11	-2	0.0
O=C(Nc1ccnn1C1CCN(Cc2c(F)cccc2Cl)CC1)C1CCCC1	1.4	-2.2	-1.0	1	7	-6	53	-22	2.9
CCN(CC)S(=O)(=O)c1ccc(S(=O)(=O)N2CCC(N3CCCCC3)CC2)cc1	1.0	0.4	-1.9	0	-1	-5	35	0	1.5
C=C(C)C(=O)Nc1cccc(C(C)=O)c1	-0.5	-0.4	-4.8	4	-8	-3	7	-1	1.5
Cc1cc(C)c(S(=O)(=O)Nc2ccncc2)cc1C	0.3	-0.1	-0.1	-1	3	-5	19	-5	0.9
O=C(c1cc2cc([N+](=O)[O-])ccc2s1)N1CCOCC1	0.5	1.0	0.4	-14	4	-8	30	1	1.4
O=S(=O)(c1cc(Cl)ccc1Br)N1CCCCC1	-2.0	-1.6	-3.9	-5	-12	-6	29	-1	-1.5
COCCCN(Cc1ccco1)C(=O)Cn1ncc2c([nH]c3ccccc32)c1=O	-0.1	-1.1	-2.7	4	-6	0	16	-39	0.8
O=C(NC1CCCC1)C(c1c[nH]c2ccccc12)N(C(=O)Cn1nnc(-c2ccc(Cl)cc2)n1)c1ccccc1 (stereo unspecified)	0.5	1.1	-1.4	-7	-5	-7	7	-2	2.7
CC(C)C(O)C1CCN(Cc2nc(Cc3ccccc3Cl)no2)CC1 (stereo unspecified)	0.7	-2.5	-2.5	4	-3	-4	28	-31	1.3
O=C(COc1cccnc1[N+](=O)[O-])NCc1ccco1	-0.9	-3.7	-1.7	-1	-6	-5	46	2	-0.2
COc1ccc(-c2nc3ccccc3s2)cc1	/	0.4	-0.7	2	13	-5	15	-8	/
COc1c(C)cc(C(=O)C2CCCN(Cc3cccc4nccnc34)C2)cc1C (stereo unspecified)	0.0	-2.1	-0.4	-11	-2	-1	35	18	0.8
Cc1ccc(C(=O)NCC(=O)N2CCCCCC2)cc1	0.2	-2.5	-1.5	6	-15	-9	22	-4	0.7
CCC(=O)N1CCN(c2ccc(Cl)cc2NC(=O)Cc2ccccc2)CC1	-2.0	-3.0	0.0	-4	17*	1	36	-31	-0.6
O=C(CSc1cccc[n+]1[O-])CSc1cccc[n+]1[O-]	-0.3	-3.7	-2.8	-13	-10	-1	-26	-4	1.5
C/C(CC(=O)Nc1cc(Cl)ccc1C)=N\NC(N)=O	2.2	-1.7	-0.2	-9	-14	4	-1	-7	0.6

# Arranged by SMILES length (highest first): part of the list above.
canonical_smiles	OXTR agonist	VIM-2 inhibitor	IMP-1 inhibitor	HCV NS3 hel inh	GPR7 antag	GalR3 antag	PHOSPHO1 inh	FID counter	V1R ag counter
COc1ccc(C(=O)NC(C)Cc2cnccn2)cc1OC1CCN(C(C)C)CC1 (stereo unspecified)	0.3	-4.9	-3.8	2	-2	3	48	3	-0.2
COc1c(C)cc(C(=O)C2CCCN(Cc3cccc4nccnc34)C2)cc1C (stereo unspecified)	0.0	-2.1	-0.4	-11	-2	-1	35	18	0.8
Cc1ccc(COc2ccc(S(=O)(=O)N3CCCC3)cc2C(N)=O)cc1	3.9	-1.9	0.5	1	-1	-2	43	-29	5.1
CCC(=O)N1CCN(c2ccc(Cl)cc2NC(=O)Cc2ccccc2)CC1	-2.0	-3.0	0.0	-4	17*	1	36	-31	-0.6
CN(CCc1cnn(C)c1)Cc1cn(C)nc1-c1ccccc1F	-0.1	-1.0	0.0	-5	1	-3	19	1	0.4
O=C(COc1cccnc1[N+](=O)[O-])NCc1ccco1	-0.9	-3.7	-1.7	-1	-6	-5	46	2	-0.2
Cc1cc(C)c(S(=O)(=O)Nc2ccncc2)cc1C	0.3	-0.1	-0.1	-1	3	-5	19	-5	0.9
Fc1ccccc1CNC(=S)Nc1ccc(Cl)cc1	6.4	0.2	-2.5	-2	-4	-2	-9	0	6.4

# Next part:
canonical_smiles	OXTR agonist	VIM-2 inhibitor	IMP-1 inhibitor	HCV NS3 hel inh	GPR7 antag	GalR3 antag	PHOSPHO1 inh	FID counter	V1R ag counter
CCCCN(C(=O)c1ccc(N(C)S(=O)(=O)c2ccc(C)cc2)cc1)c1c(N)n(CCC)c(=O)[nH]c1=O	0.7	-2.5	-3.0	1	-4	-1	53	-13	0.9
Cc1ccc2c(c1)N(CC(=O)NCCCN1CC(C)CC(C)C1)C(=O)c1cccnc1O2 (stereo unspecified)	-0.2	0.1	-4.4	4	4	0	33	3	1.1
CCOC(=O)C1=C(N)OC2=C(C(=O)CC(C)(C)C2)C1c1ccoc1 (stereo unspecified)	0.0	-5.7	-8.7	1	-6	-2	0	-6	0.7
Cc1ccc(C(=O)Nc2cccc(C(=O)N3CCOCC3)c2)cc1Cl	-1.2	-2.2	-2.4	-3	-8	-2	38	-23	0.8
Cc1ccnc2c(N3C(=O)C4C5C=CC(C5)C4C3=O)cccc12 (stereo unspecified)	2.0	3.1	-1.1	1	-5	2	-7	-2	1.0
CCOc1ccc(-c2c(C)sc3nc[nH]c(=O)c23)cc1	-0.3	-1.3	-1.7	3	-13	-2	3	-12	0.9
COc1ccc(CCNC(=O)CCCCCNC(=O)N2CCn3c2nc2ccccc23)cc1OC	1.7	0.0	-0.7	11	-6	5	23	-53	2.0
Cc1ccccc1CSCC(=O)c1c(N)n(C)c(=O)n(C)c1=O	2.7	1.1	-0.7	-2	-14	-4	-10	-5	1.7
CCOC(=O)c1ccc(N2CSC3=C(C#N)C(c4ccc(OC)cc4OC)CC(=O)N3C2)cc1 (stereo unspecified)	-0.4	-4.7	-1.8	20	4	/	90*	-40	0.5
COc1cc2ccccc2cc1C(=O)Nc1nnc(-c2ccncc2)o1	0.5	-2.9	0.8	-4	3	1	28	-44	0.7
CC(=O)c1cc(C#N)c(NCc2cc(-c3ccccc3)no2)nc1C	0.7	-3.2	-2.0	6	-22	0	32	3	0.6
COc1ccccc1NC(=O)/C=C1\NC(=O)CS1	1.0	-0.3	-3.2	6	-9	-5	32	-5	-0.3
CS(=O)(=O)N(CC(=O)Nc1cccnc1)c1ccc2c(c1)OCCO2	0.9	-2.9	-1.2	-1	-5	-5	6	2	-0.2
Cc1cc(/C=N/NC(=O)c2ccccn2)c(C)n1-c1cccc([N+](=O)[O-])c1	0.5	-3.4	-8.4	-6	-16	-1	-67	-6	1.8
COc1cccc(/C(O)=C2\C(=O)C(=O)N(c3ccccn3)C2c2ccccc2OC)c1 (stereo unspecified)	-0.6	-0.1	-3.0	8	-9	-4	34	-41	-0.2
O=C(NCc1ccco1)C(=O)NCC(c1ccco1)N1CCOCC1 (stereo unspecified)	0.8	1.3	-1.5	9	2	-4	-14	-3	-0.1
Cn1cccc1-c1nc2ccc(NC(=O)c3ccc([N+](=O)[O-])cc3)cc2[nH]1	-0.2	-3.0	-4.4	-1	7	4	3	9	0.4
Cc1ccc(CC(=O)Nc2ccccc2-c2ccccc2)cc1C	-1.7	-3.6	-3.5	-8	-8	2	20	-21	-1.7
Cc1ccccc1CNC(=O)c1ccccc1N(C)S(=O)(=O)c1ccccc1	0.2	1.1	-0.2	4	-4	-7	14	-33	-0.8
N/C(=N/OC(=O)c1ccccc1Cl)c1ncc([N+](=O)[O-])s1	-2.7	1.0	-0.8	-4	5	1	32	4	-1.1
COc1ccc(N2CC(C(=O)Nc3nnc(SCCC4OCCO4)s3)CC2=O)cc1 (stereo unspecified)	-0.1	-3.9	-3.2	18	-19	-2	-56	-43	-0.1
CC(C)CCNC(=O)C1CC(c2cccc(F)c2)=NO1 (stereo unspecified)	14	/	/	/	/	-4	31	/	0.7
CC(/C=C/c1ccc2c(c1)OCO2)=N/NC(=O)c1cccnc1	0.1	-1.3	-1.2	-9	-9	0	23	-6	-0.8
CC(C)OCCCNC(=O)CN1C(=O)CSc2ccc(S(=O)(=O)N3CCCCC3)cc21	-1.3	2.2	-1.1	4	2	0	24	-37	0.2
Cc1cc(OCC(=O)NC(C)C)cc(C)c1Cl	3.8	-3.1	-2.9	5	-3	0	9	-14	5.2
CCC(=O)Nc1ccc(S(=O)(=O)c2ccc(NC(=O)CC)cc2)cc1	0.0	-0.9	-5.9	3	-14	-6	-2	-1	0.0
c1ccc(CSc2nnc(Cc3ccccn3)o2)cc1	-0.9	-1.3	-2.2	4	1	-2	20	-4	-0.3
